# PTHR1 ag = PTHR1 (human) receptor agonism; 0.075% of 410,000 active; HEK293 GP2 PTHR1 cells, GloSensor cAMP luminescence, 1 h; Potency, µM (series often up to 115 µM), without a hit: at the highest dose activation, usual class: activators; Q03431; AID 743266; note: potency is the fitted concentration of half-maximal effect; nearly all actives have a fitted effect of over 55% in size; some results filed as inactive show a strong effect at the top dose; inactives centre near -15; many of its hits are not listed in these tables
#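 HEK-293-derived GP2 cells expressing PTHR1 and a GloSensor cAMP reporter, 3,000/well, plated overnight, given luciferin plus IBMX (each 0.5 mM as added) for 1 h at 37 °C, then compound for 1 h at 37 °C. Luminescence was read after 15 min at room temperature.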
# EPAC1 antagonist = blocks human EPAC1 exchange factor. 0.14% of 360,000 active. EPAC1 GEF assay, Rap1b-BODIPY-GDP exchange fluorescence. AID 720709. O95398. Potency, µM (titrated, usually from 115 µM), without a hit: at the top dose activity change, negative = inhibition, hits mostly inhibitors;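 note: potency is the fitted concentration of half-maximal effect; plate controls were vehicle for no effect and positive control for full effect; nearly all actives have a fitted effect of over 50% in size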
# GLP-1R agonist = GLP-1 receptor (human) agonism; Potency, µM (highest dose often 45.6 µM), without a hit: at the top dose activation, hits mostly activators; AID 624172; HEK293 GLP-1R CRE-luciferase, luminescence, 4-6 h; cells express a hypersensitive GLP-1R form; 0.007% of 380,000 active; note: potency is the fitted concentration of half-maximal effect; % of control where 0% means no effect
# Target sequence (P43220 whole entry, looked up): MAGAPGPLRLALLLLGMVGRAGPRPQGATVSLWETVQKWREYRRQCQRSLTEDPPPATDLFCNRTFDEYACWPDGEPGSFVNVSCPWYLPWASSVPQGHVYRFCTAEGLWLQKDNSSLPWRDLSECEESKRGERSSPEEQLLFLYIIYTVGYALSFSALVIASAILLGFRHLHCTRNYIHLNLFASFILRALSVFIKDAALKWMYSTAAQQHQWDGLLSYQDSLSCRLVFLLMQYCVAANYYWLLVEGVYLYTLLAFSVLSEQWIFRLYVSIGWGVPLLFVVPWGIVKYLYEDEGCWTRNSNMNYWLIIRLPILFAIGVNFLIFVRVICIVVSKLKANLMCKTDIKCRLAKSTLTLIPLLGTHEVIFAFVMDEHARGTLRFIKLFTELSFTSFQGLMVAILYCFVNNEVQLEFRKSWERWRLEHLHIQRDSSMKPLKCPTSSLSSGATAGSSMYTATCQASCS
# GLP-1R inv ag = acts as inverse agonist at human GLP-1 receptor; Potency, µM (titrated, usually from 38.3 µM), for inactives: at the highest dose activity change, negative = inhibition, actives largely listed as inhibitors; AID 624417; HEK293 GLP-1R CRE-luciferase, luminescence, 24 h; GLP-1R form is constitutively active; 1.6% of 410,000 active; P43220; note: potency is the fitted concentration of half-maximal effect; % is set by controls: 0 for no effect and ±100 for the full control effect; nearly all actives have a fitted effect of over 55% in size
#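 Assay principle: reduced luminescence from a cAMP-responsive reporter in HEK293 cells co-expressing a constitutively active GLP-1R. Conditions: 24 hr compound incubation, 37 deg C, 5% CO2.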
# PLK1 PBD block = inhibitors of human PLK1 polo-box domain binding; P53350; Plk1 PBD binding of FITC phosphopeptide, fluorescence polarization; Potency, µM, for the others: max response, negative = inhibition, hits mostly inhibitors; 2.8% of 360,000 active; AID 720504; note: potency is the fitted concentration of half-maximal effect; series mostly up to about 57 µM; % is set by controls: 0 for no effect and ±100 for the full control effect; nearly all actives have a fitted effect of over 65% in size
# Target sequence (P53350 whole entry, looked up, the tested form may be a part): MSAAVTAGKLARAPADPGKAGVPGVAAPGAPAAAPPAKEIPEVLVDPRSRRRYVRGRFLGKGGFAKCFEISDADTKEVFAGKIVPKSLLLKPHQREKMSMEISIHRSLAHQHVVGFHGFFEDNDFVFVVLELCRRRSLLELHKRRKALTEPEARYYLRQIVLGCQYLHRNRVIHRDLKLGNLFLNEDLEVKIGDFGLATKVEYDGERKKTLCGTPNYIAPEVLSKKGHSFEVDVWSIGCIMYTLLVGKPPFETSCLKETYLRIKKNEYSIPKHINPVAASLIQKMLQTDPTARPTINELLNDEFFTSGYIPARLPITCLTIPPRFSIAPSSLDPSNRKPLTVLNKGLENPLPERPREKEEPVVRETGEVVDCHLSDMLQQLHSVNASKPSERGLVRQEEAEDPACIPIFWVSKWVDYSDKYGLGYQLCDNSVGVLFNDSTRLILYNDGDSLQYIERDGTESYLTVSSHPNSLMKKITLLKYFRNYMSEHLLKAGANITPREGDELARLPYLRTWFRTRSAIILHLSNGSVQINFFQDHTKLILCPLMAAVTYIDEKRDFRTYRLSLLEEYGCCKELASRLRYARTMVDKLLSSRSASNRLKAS
# EPAC1 agonist = activates human EPAC1 exchange factor. O95398. EPAC1 agonist qHTS, biochemical assay; response scale: 100% = response to 6.5 mM cAMP. Potency, µM (titrated, usually from 154 µM), for the others: at the top dose activation, usual class: activators. 0.073% of 360,000 active. AID 720707; note: potency is the fitted concentration of half-maximal effect; nearly all actives have a fitted effect of over 60% in size
#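 Nucleotide exchange assay: 100 nM EPAC1 with 250 nM Rap1B loaded with BODIPY-GDP and 50 uM GDP, room temperature. Fluorescence (480/540 nm) read every 5 min for 30 min; signal change normalized to 6.5 mM cAMP as full agonist.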
# PI5P4Ka inh = PI5P4K alpha (human) kinase inhibition | P48426 | PI5P4Kalpha enzyme, ADP-Glo luminescence, 60 min; stronger effect = lower value | max response, % | 1.2% of 330,000 active; active = max response of -50% or lower; inconclusive = between -30% and -50%; inactive = -30% or higher; note: value at the top dose of about 77 µM; % is set by controls: 0 for no effect and ±100 for the full control effect
#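 Reactions run in 0.038 M HEPES pH 7.4, 0.28 mM EGTA, 0.1% CHAPS and 5% DMSO, with PI5P4Kalpha, substrate, compound and 5 microM ATP final, one hour at room temperature. Readout is ADP-Glo luminescence.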
# HEK293 tox = cytotoxic in the GLP-1 receptor inverse agonist counter-screen; HEK293 cAMP-luciferase reporter cells, luminescence, 24 h; 0.13% of 410,000 active; Potency, µM (doses to about 38.3 µM), inactives show top-dose activity change, negative = inhibition, most hits filed as inhibitors; AID 624418;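 note: loss of luciferase light is scored as toxicity; potency is the fitted concentration of half-maximal effect; % is set by controls: 0 for no effect and ±100 for the full control effect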
#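 Seeding density was 200 cells/uL; after overnight-length (12 h) culture, 23 nL compounds went on for 24 h at 37 °C. Readout used a luciferase detection reagent, luminescence taken after 12 min at room temperature.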
# IL-2 act = IL-2 activation; AID 652025; 0.065% of 360,000 active; IL-2 activation reporter assay, cell-based qHTS; stimulated with anti-CD3/CD4/CD28 beads; in transgenic mouse T cells; activation, % (series mostly up to about 46 µM); in the data active = activation above about 50%; inconclusive = mostly about 30% to 49%; note: 0% is about no effect
#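 First, unstimulated transgenic mouse T cells were exposed to compound for 60 min. Next, anti-CD3/anti-CD4-coated beads with anti-CD28 were added. Finally, after 18 h at 37 degrees C, EGFP and DsRed were imaged.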
# Numbers without * were called inactive; i = inactive; ? = inconclusive; . = not tested or not shown; [ ] = another dose, or the depositor's remark. Unless noted, calls come from the whole dose curve; as a rule, active = well fitted curve in the direction sought with a large enough effect; inconclusive = small, poorly fitted or top-dose-only effect, or another doubt; inactive = no such curve, though single readings can be large; an effect the other way counts as inactive or inconclusive. An excerpt; the hit share may differ from the screen's.
compound,PTHR1 ag,EPAC1 antagonist,GLP-1R agonist,GLP-1R inv ag,PLK1 PBD block,EPAC1 agonist,PI5P4Ka inh,HEK293 tox,IL-2 act
NCCc1nc(-c2ccccc2)cs1,-1.3%,1.7%,5.6%,?,-13.4%,3.1%,3.1,1.9%,11.2
Cc1cc(C)nc(NC(=NCc2ccc3c(c2)OCO3)NC(=O)Nc2ccccc2)n1,4.2%[57.5 µM],-2.7%,6.4%,0.0%,-6.3%,6.4%,.,-10.7%,-3.2
CCOC(=O)Cc1csc(NC(=O)Cn2cnc3c2c(=O)n(C)c(=O)n3C)n1,i,?,4.0%,-8.1%,11.9µM*,-11.9%,-18.0,3.6%,1.2
CCOc1cc(C2Nc3ccccc3C(=O)N2c2ccccc2OC)ccc1O (stereo not drawn),?,6.8%,17.1%,2.5%,1.2%,-6.4%,.,-20.8%,-1.2
CCCCN1C(=O)C(O)(CC(=O)c2c(C)n[nH]c2C)c2cc(Br)ccc21 (stereo not drawn),i,-2.6%,-4.2%,3.8%,-4.8%,2.8%,.,-14.7%,1.0
Cc1ccc(C2(C)NC(=O)N(CC(=O)N3CCN(S(=O)(=O)c4cccc(F)c4)CC3)C2=O)cc1 (stereo not drawn),i,2.8%,-6.3%,1.1%,-9.3%,-17.4%,-13.1,0.5%,0.1
CCOC(=O)N1CC=C2C(C#N)=C(N)C(C#N)(C#N)[C@H](c3cccs3)[C@H]2C1,-12.3%[57.5 µM],-11.6%,-1.2%,7.6%,?,2.0%,.,3.0%,0.9
CCOC(=O)c1c(NC(=O)/C=C/c2ccc(OCC)cc2)sc(C(C)=O)c1C,i,.,0.1%,12.5%,.,.,.,22.0%,.
CCN(CC)S(=O)(=O)N1CCC(C(=O)NCCC2=CCCCC2)CC1,i,-0.7%,7.9%,-7.6%,-8.6%,5.9%,0.7,-24.2%,0.6
CCCCCNCC(=O)Nc1cccc(C(=O)Nc2cccc(C(F)(F)F)c2)c1,-29.3%,?,11.9%,6.31µM*,1.6%,-17.2%,12.0,?,-3.1
O=C(COC(=O)c1ccccc1)Nc1ncc([N+](=O)[O-])s1,-28.3%,?,-9.3%,16.2%,21.2µM*,5.1%,-74.0*,-18.2%,0.5
Cc1ccc(C(=O)Nc2ccccc2Oc2ccccc2)cc1[N+](=O)[O-],i,-3.0%,1.3%,?,-1.8%,0.0%,7.1,4.4%,-1.1
Cc1cc(Cl)ccc1OCCCC(=O)N/N=C/c1cccc([N+](=O)[O-])c1,-30.8%[inhibitor],-4.4%,23.3%,11.2%,2.5%,-1.1%,13.2,-12.9%,-2.1
COc1cc(C(=O)N(C(C)C)C2CCCCC2)cc(OC)c1OC,-3.6%,6.7%,-3.4%,-19.2%,-0.7%,0.2%,1.1,-11.6%,-2.0
CC1CCN(C(=O)c2ccc(-c3ccccc3Cl)o2)CC1,-32.8%[inhibitor],-9.3%,22.5%,?,-8.2%,14.7%,8.5,0.6%,2.7

# Going on with the list.
compound,PTHR1 ag,EPAC1 antagonist,GLP-1R agonist,GLP-1R inv ag,PLK1 PBD block,EPAC1 agonist,PI5P4Ka inh,HEK293 tox,IL-2 act
CCN1C(=O)/C(=C2\SC(=S)N(NC(=O)c3ccccc3O)C2=O)c2ccccc21,-3.4%,-9.7%,-0.2%,14.3%,-29.3%,0.4%,-25.8,-0.9%,-6.7
O=C(Cc1ccc(F)cc1)Nc1cccc2cccnc12,i,-18.5%,8.3%,?,-18.7%,2.0%,12.6,29.2%,-3.4
C#CCOCC1CN(c2ccccc2)C(=O)O1 (stereo not drawn),i,22.8%,2.2%,15.4%,-9.6%,7.5%,-18.0,6.5%,-2.3
COc1ccc([N+](=O)[O-])cc1NC(=O)C(C)OC(=O)C1CCCC1 (stereo not drawn),-26.4%,8.0%,14.5%,-15.0%,-3.4%,1.3%,0.7,?,-1.0
O=C(CN1CCN(C(=O)c2cccc(S(=O)(=O)N3CCCC3)c2)CC1)Nc1ccc(F)cc1,i,4.0%,0.6%,11.2%,-5.2%,3.7%,-6.0,1.2%,-2.1
CCc1cc2ccc(OC)cc2nc1SCC(=O)Nc1cc(C)on1,i,6.7%,-2.0%,3.1%,-4.1%,-8.6%,-6.2,1.4%,1.7
CC(C)(C)NC(=O)COC(=O)c1ccccc1NC(=O)c1ccco1,-4.9%,10.9%,8.5%,10.9%,-9.3%,7.1%,7.1,-2.9%,1.5
O=C(OCC(=O)N1CCOCC1)c1ccc[nH]c1=O,-9.8%[57.5 µM],1.7%,-2.3%,9.4%,-8.0%,1.9%,-1.2,3.2%,-3.5
O=c1[nH]c(C(Cl)Cl)nc2sc3c(c12)CCN(Cc1ccccc1)C3,i,?,7.2%,0.0%,?,5.1%,-22.8,8.8%,-1.3
CCOC(=O)c1cccc(OCC(O)CNCCOc2ccccc2F)c1 (stereo not drawn),-7.9%,-25.8%,-1.6%,?,-10.8%,-2.7%,5.1,2.9%,0.7
CCOC(=O)c1ccc2c(c1)N(CC#N)C(=O)C(C)(C)O2,-3.2%,-16.7%,8.1%,-19.1%,-2.4%,7.0%,-0.3,-14.0%,-0.4
COc1ccc(Nc2cc(C)nc3ncnn23)cc1Cl,-1.6%,-10.0%,?,19.4%,-2.0%,-7.1%,-0.6,-3.7%,2.1
CCOc1cc(-c2cc(-c3ccc(C)cc3)nc(N)c2C#N)ccc1O,i,11.5%,1.8%,0.0%,3.4%,14.8%,.,-9.3%,-1.7
O=C(NCc1ccccc1C(F)(F)F)c1cccc2c1C(=O)c1ccc(N3CCOCC3)cc1S2(=O)=O,-32.8%[inhibitor],?,-6.6%,27.0%,-9.2%,-24.4%,-1.2,8.0%,5.2
O=C(CSc1nc(-c2ccc(F)cc2)nc2ccc(F)cc12)Nc1cccc(C(=O)O)c1,-10.5%,70.8µM*,-1.3%,26.0%,?,19.2%,-16.6,3.8%,-0.7

# Continuation.
compound,PTHR1 ag,EPAC1 antagonist,GLP-1R agonist,GLP-1R inv ag,PLK1 PBD block,EPAC1 agonist,PI5P4Ka inh,HEK293 tox,IL-2 act
Cc1ccc(C(=O)N2CCCC(c3ccc(Cl)cc3)=N2)cc1,i,-11.7%,35.7%,-4.0%,-7.6%,14.6%,26.5,-3.0%,-0.7
CCOc1ccc(C(=O)CN2C(=O)NC3(CCCCCC3)C2=O)cc1,i,-14.6%,21.6%,?,-10.0%,2.0%,-6.2,-11.4%,-3.2
COc1ccc(C(O)c2ncc(-c3ccccc3F)[nH]2)cc1 (stereo not drawn),-6.6%,-7.6%,9.9%,-10.2%,-4.4%,7.2%,0.8,3.0%,0.0
O=C(O)CCCC(=O)NNC(=O)c1cccc(Br)c1,i,-5.9%,1.3%,7.1%,-7.8%,0.2%,1.3,-4.3%,-0.4
Cc1cc(C(=O)OCC(=O)N(C)c2c(N)n(Cc3ccccc3)c(=O)[nH]c2=O)c(C)n1-c1ccccc1,-90.0%[inhibitor],11.6%,-1.8%,2.2%,5.1%,-12.7%,0.3,-16.7%,0.1
CC(C)(C)C(=O)N1CCN(c2nc3ccc(Cl)cc3s2)CC1,-27.1%,-25.8%,18.5%,?,-3.8%,6.2%,1.5,-11.1%,-0.5
Cc1ccccc1CN(C)C(=O)[C@H](Cc1ccccc1)NC(=O)c1ccco1,i,-11.7%,18.2%,?,-6.4%,8.6%,1.4,4.0%,-0.7
O=C(NCCC(=O)N1CCN(S(=O)(=O)c2ccc(Cl)cc2)CC1)Nc1ccccc1,-15.3%,-6.7%,-8.0%,?,-0.1%,2.8%,0.7,3.8%,-1.2
O=c1oc2ccccc2cc1-c1cn2cc(Cc3ccc(Br)cc3)sc2n1,?,.,0.3%,-14.3%,.,.,.,1.1%,.
CCn1c(Cc2ccccc2)nnc1SCC(=O)NC1CCCC1,8.2%,-28.5%,-3.0%,-0.1%,-13.1%,8.2%,2.6,1.7%,-0.4
C/C=C\C(=O)Nc1cccc(C2=NOC3(C2)C[C@@H](C(N)=O)N(C(=O)c2ccc(OC)cc2)C3)c1 (stereo partly drawn),-14.6%,-3.1%,11.9%,9.2%,-6.8%,1.7%,-4.8,6.0%,-0.3
CCc1ccc(CNC(=O)C2CCC(=O)N2C2CCCCC2)cc1 (stereo not drawn),-2.9%,-3.1%,?,-25.7%,-0.2%,6.2%,.,6.6%,-2.0
CCN(C(=O)COC(=O)c1cc(-c2cccc3ccccc23)nc2ccccc12)C1CCS(=O)(=O)C1 (stereo not drawn),-19.4%,-24.9%,12.6%,-27.2%,-13.1%,17.9%,0.3,-6.7%,0.7
COc1ccc(C(C)=O)cc1CC1(C)C(=O)Nc2ccc(OC(F)(F)F)cc21 (stereo not drawn),4.5%,-27.1%,14.2%,-25.3%,-8.5%,-27.4%,-3.4,-2.4%,-1.0
COc1cc(Br)c(C(C)NC(=O)c2ccccc2)cc1OC (stereo not drawn),i,5.9%,14.4%,0.0%,0.6%,-3.5%,.,-8.7%,-4.6

# Single values from above:
# Cc1cc(C)nc(NC(=NCc2ccc3c(c2)OCO3)NC(=O)Nc2ccccc2)n1 | PLK1 PBD block: -6.3%
# Cc1ccc(C2(C)NC(=O)N(CC(=O)N3CCN(S(=O)(=O)c4cccc(F)c4)CC3)C2=O)cc1 (stereo not drawn) | EPAC1 antagonist: 2.8%

# More entries follow:
compound,PTHR1 ag,EPAC1 antagonist,GLP-1R agonist,GLP-1R inv ag,PLK1 PBD block,EPAC1 agonist,PI5P4Ka inh,HEK293 tox,IL-2 act
CC(=O)c1cccc(N=Cc2c(O)ccc3ccccc23)c1,-2.7%,-6.8%,0.8%,-2.7%,?,4.7%,-1.4,-18.8%,0.5
CC(C)N(Cc1ccccc1)S(=O)(=O)c1ccc(-n2cccn2)cc1,-18.1%,-6.3%,9.6%,?,-1.7%,5.0%,0.5,5.7%,-4.8
COCCNC(=O)CN1C(=O)NC2(CCCc3cc(OC)ccc32)C1=O (stereo not drawn),-1.5%,-13.5%,-0.3%,1.1%,-2.1%,7.4%,-1.0,-5.8%,-1.6
CCN(CC(=O)Nc1ccc2c(c1)OCCO2)C(=O)/C=C/c1cccc(C(F)(F)F)c1,-20.8%,-0.4%,6.8%,?,-4.3%,-2.3%,21.0,-8.6%,1.0
